# Screening data deposited in PubChem BioAssay by several laboratories.
# GDH-TPI inh – GDH-TPI coupling enzyme inhibitors, primary screen, artefact control for M. tuberculosis FBA inhibitor project, biochemical, absorbance, full deck; AID 588335, 2011; inhibition, % at 4.8 µM; GDH-TPI coupled enzyme counterscreen, NADH absorbance; actives 1.2% (n = 360,000);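 note: 0% = DMSO wells and 100% = wells lacking the enzyme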
# Rv3671c inh – Rv3671c serine protease inhibitors, primary screen, biochemical, fluorescence polarization, M. tuberculosis H37Rv. P9WHR9. inhibition, % at 5.96 µM. actives 0.048% (n = 320,000); in the data active = inhibition above about 38%;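 note: extracellular domain of Rv3671c used as enzyme; 0% = enzyme with DMSO and 100% = no enzyme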
# Target sequence (P9WHR9 whole entry, looked up, the tested form may be a part): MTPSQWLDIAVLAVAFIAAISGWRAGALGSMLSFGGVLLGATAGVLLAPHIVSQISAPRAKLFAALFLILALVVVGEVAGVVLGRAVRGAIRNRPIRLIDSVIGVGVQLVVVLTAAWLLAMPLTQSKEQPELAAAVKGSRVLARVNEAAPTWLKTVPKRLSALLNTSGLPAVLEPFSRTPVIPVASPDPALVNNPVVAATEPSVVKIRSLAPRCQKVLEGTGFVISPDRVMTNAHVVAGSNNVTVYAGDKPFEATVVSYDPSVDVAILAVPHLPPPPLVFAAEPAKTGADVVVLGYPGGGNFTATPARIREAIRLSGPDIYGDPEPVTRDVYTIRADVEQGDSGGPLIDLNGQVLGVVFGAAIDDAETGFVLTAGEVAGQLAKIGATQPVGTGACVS
# MazF activator – activators of E. coli MazEF toxin-antitoxin RNase, primary screen, biochemical, fluorescence, uHTS. actives 0.32% (n = 350,000). activation, % at 20 µM. FAM/BHQ RNA-DNA oligo cleavage fluorescence, 5 h. Endoribonuclease toxin MazF (Escherichia coli (strain K12)), P0AE70; in the data active = activation above about 50%
# Target sequence (P0AE70 whole entry, looked up): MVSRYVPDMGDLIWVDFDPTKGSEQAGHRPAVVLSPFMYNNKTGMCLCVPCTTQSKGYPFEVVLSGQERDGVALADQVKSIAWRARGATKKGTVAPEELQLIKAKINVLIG
# FadD28 binding – inhibitors of FadD28 bisubstrate probe binding, primary screen, biochemical, fluorescence polarization, single point; Mycobacterium tuberculosis FadD28 fatty-acid-AMP ligase; inhibition, % at 12.5 µM; actives 0.22% (n = 360,000); in the data active = inhibition above about 8.5%, passing the limit was not always enough; inconclusive = no clear call, values can overlap the other calls
# BoNT F protease – BoNT/F light chain protease inhibitors, primary screen, biochemical, flow cytometry, MLPCN library. Multiplex microsphere protease cleavage assay. inhibition, % at 10 µM. actives 0.22% (n = 360,000). AID 588497, 2011; in the data active = inhibition above about 35%, passing the limit was not always enough; inconclusive = no clear call, values can overlap the other calls; note: plate controls were buffer without enzyme for full effect and enzyme alone for no effect
# FBA Mtb inh – Mtb FBA enzyme inhibitors, primary screen, biochemical, fluorescence, strain H37Rv. Fructose-bisphosphate aldolase (Mycobacterium tuberculosis (strain ATCC 25618 / H37Rv)), …. purified M. tuberculosis FBA, fluorescence read-out. inhibition, % at 1 µM. actives 2.3% (n = 360,000); in the data active = inhibition above about 27%;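 note: 0% = vehicle and 100% = reference inhibitor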
# Target sequence (P9WQA3 whole entry, looked up): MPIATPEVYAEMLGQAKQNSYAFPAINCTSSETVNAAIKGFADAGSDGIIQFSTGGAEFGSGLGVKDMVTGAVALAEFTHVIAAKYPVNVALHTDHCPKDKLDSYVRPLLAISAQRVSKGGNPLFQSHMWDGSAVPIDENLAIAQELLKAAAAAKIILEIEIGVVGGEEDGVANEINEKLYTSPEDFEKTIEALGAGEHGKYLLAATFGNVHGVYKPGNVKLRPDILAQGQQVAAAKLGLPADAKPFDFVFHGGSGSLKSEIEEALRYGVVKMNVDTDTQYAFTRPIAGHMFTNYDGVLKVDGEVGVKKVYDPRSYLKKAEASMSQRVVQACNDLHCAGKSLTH
# UGM FP inh – M. tuberculosis UGM enzyme inhibitors, primary screen, biochemical, fluorescence polarization, single point. UDP-galactopyranose mutase (Mycobacterium tuberculosis (strain ATCC 25618 / H37Rv)), …. purified UGM, fluorescence polarization probe displacement. inhibition, % at 10 µM. actives 0.06% (n = 320,000). AID 504406, 2011; in the data active = inhibition above about 10%, passing the limit was not always enough; inconclusive = no clear call, values can overlap the other calls
# VHR inh abs – VHR1 phosphatase inhibitors, primary screen, biochemical, absorbance, uHTS; Dual specificity protein phosphatase 3 (Homo sapiens), P51452; recombinant VHR phosphatase, pNPP absorbance; inhibition, % at 13.3 µM; actives 0.52% (n = 290,000); AID 1654, 2009; in the data active = inhibition above about 50%; note: some compounds called inactive have numbers as strong as hits
# Target sequence (P51452 whole entry, looked up): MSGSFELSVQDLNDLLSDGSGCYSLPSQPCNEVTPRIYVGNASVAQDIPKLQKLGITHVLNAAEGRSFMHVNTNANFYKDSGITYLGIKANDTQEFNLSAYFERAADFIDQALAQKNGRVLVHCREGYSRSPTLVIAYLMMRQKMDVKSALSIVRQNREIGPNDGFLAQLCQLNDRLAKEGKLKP
# Mtb BioA inh – M. tuberculosis BioA enzyme inhibitors, primary screen, biochemical, plate reader, single point, HTS | purified M. tuberculosis BioA enzyme | 7,8-diaminopelargonic acid synthase BioA (Mycobacterium tuberculosis) | actives 0.096% (n = 360,000) | inhibition, % at 9.99 µM; in the data active = inhibition above about 40%; inconclusive = no clear call, values can overlap the other calls
# CCHF vOTU inh – CCHFV vOTU protease inhibitors, primary screen, biochemical, Pep-AMC substrate, fluorescence | Crimean-Congo hemorrhagic fever virus L polyprotein viral ovarian tumor (vOTU) protease … | inhibition, % at 11.5 µM | actives 0.55% (n = 370,000) | AID 651958, 2012; note: 0% = vehicle wells with enzyme and 100% = no enzyme wells
# An asterisk follows results filed as active; ? = inconclusive; / = not tested or not shown. Cut-off read from the data, not from the text of the source, unless noted: active = inhibition above about 30%; inactive = the rest.
compound	GDH-TPI inh	Rv3671c inh	MazF activator	FadD28 binding	BoNT F protease	FBA Mtb inh	UGM FP inh	VHR inh abs	Mtb BioA inh	CCHF vOTU inh
CCOC(=O)NNc1ccccc1	-9	-6	2	-3.8	13	-6	-0.9	-4	/	0
CC1(C(=O)NC2CCCC2)CCC(=O)N1Cc1cccs1 (configuration not stated)	0	-1	1	-1.0	-4	2	0.7	2	1.1	6
Oc1ccc(-c2cnc3c(Nc4cccc(OC(F)(F)C(F)F)c4)nccn23)cc1	23	/	/	-0.1	-2	23	/	/	-1.1	16
Cc1cc(C)c(S(=O)(=O)c2ccccc2)c(=O)[nH]1	17	-5	10	-4.6	?	3	-0.7	-5	/	-2
COC(=O)C1=C(c2ccc(C(C)=O)cc2)C[C@@H]2CC[C@H]1N2C(=O)N1CCC(O)(c2ccc(Cl)cc2)CC1	6	-11	5	0.5	-11	2	-1.1	/	-0.8	0
CC(C(=O)Nc1ccc(S(N)(=O)=O)cc1)N1CCc2ccccc21 (configuration not stated)	0	-9	1	0.8	0	4	-1.8	-3	/	-14
O=c1oc(-c2cccc(Cl)c2)nc2c1cnn2-c1ccccc1	5	4	-2	0.7	0	3	-0.8	9	-1.4	0
COc1ccc(-c2csc(N3CCN(C(=O)c4ccccc4)CC3)n2)cc1	-4	2	3	0.6	-2	0	1.3	3	0.1	6
O=C(Nc1cccc(C(F)(F)F)c1)c1cnccn1	1	1	10	-5.5	-4	-2	-2.2	11	/	22
C#CCOc1ccc(/C=C2/C(=O)ON=C2C)cc1Cl	10	10	0	0.4	20	-4	-1.3	1	-0.5	8

# Another view of 4 compounds above:
O=c1oc(-c2cccc(Cl)c2)nc2c1cnn2-c1ccccc1
  GDH-TPI inh: 5	Rv3671c inh: 4	MazF activator: -2	FadD28 binding: 0.7	BoNT F protease: 0	FBA Mtb inh: 3	UGM FP inh: -0.8	VHR inh abs: 9	Mtb BioA inh: -1.4	CCHF vOTU inh: 0

O=C(Nc1cccc(C(F)(F)F)c1)c1cnccn1
  GDH-TPI inh: 1	Rv3671c inh: 1	MazF activator: 10	FadD28 binding: -5.5	BoNT F protease: -4	FBA Mtb inh: -2	UGM FP inh: -2.2	VHR inh abs: 11	Mtb BioA inh: /	CCHF vOTU inh: 22

CC1(C(=O)NC2CCCC2)CCC(=O)N1Cc1cccs1 (configuration not stated)
  GDH-TPI inh: 0	Rv3671c inh: -1	MazF activator: 1	FadD28 binding: -1.0	BoNT F protease: -4	FBA Mtb inh: 2	UGM FP inh: 0.7	VHR inh abs: 2	Mtb BioA inh: 1.1	CCHF vOTU inh: 6

COc1ccc(-c2csc(N3CCN(C(=O)c4ccccc4)CC3)n2)cc1
  GDH-TPI inh: -4	Rv3671c inh: 2	MazF activator: 3	FadD28 binding: 0.6	BoNT F protease: -2	FBA Mtb inh: 0	UGM FP inh: 1.3	VHR inh abs: 3	Mtb BioA inh: 0.1	CCHF vOTU inh: 6

# (more compounds)
compound	GDH-TPI inh	Rv3671c inh	MazF activator	FadD28 binding	BoNT F protease	FBA Mtb inh	UGM FP inh	VHR inh abs	Mtb BioA inh	CCHF vOTU inh
O=C(NCc1ccccn1)C1CCCN(S(=O)(=O)c2cc(Cl)ccc2Cl)C1 (configuration not stated)	4	/	2	-2.0	-3	3	/	/	-1.1	/
CCOC(=O)NN1C(=O)c2ccccc2NC1c1ccccc1O (configuration not stated)	3	-5	1	0.7	-4	26	0.4	-4	-0.5	-25
CC1=C(C(=O)N2CCOCC2)CC(CC(=O)NCCCN(C)C)C(=O)N1CCC1=CCCCC1 (configuration not stated)	8	/	6	-0.4	-4	0	/	/	-0.3	13
COc1ccc(NC(=O)CSc2nnc(-c3ccccc3C)n2N)cc1	12	-8	1	-0.1	-2	-2	-2.9	4	-2.3	0
CC(=O)Nc1ccc(NC(=O)C(C)Sc2nc3ccccc3c(=O)n2Cc2ccco2)cc1 (configuration not stated)	0	-4	6	-4.8	-4	-1	-0.4	/	-2.0	14
CCn1c(=NC(=O)c2ccc(N3C(=O)CCC3=O)cc2)sc2c(OC)ccc(OC)c21	37*	-30	-3	-2.5	-11	1	1.4	12	-2.4	0
COc1cc(CNc2ccc(O)cc2)cc(Br)c1OCc1ccccc1	-1	-16	2	0.1	-14	-1	-0.5	22	/	94*
O=C1CC(N2CCN(c3ccc(F)cc3)CC2)C(=O)N1Cc1ccccc1 (configuration not stated)	-11	5	1	0.7	?	2	-1.7	25	3.3	7
CCOc1ccc(-c2nc(CN(Cc3ccccc3)C[C@@H]3CCC(=O)N3)c(C)o2)cc1	-4	2	-1	-3.0	-1	5	-1.2	14	/	5
OC(CN1CCC(c2c[nH]c3ccccc23)CC1)C(F)(F)F (configuration not stated)	-3	-1	1	-0.7	-6	0	0.5	19	0.1	5
Cc1ccc(S(=O)(=O)NN=C2CCC(C(C)(C)C)CC2)cc1[N+](=O)[O-] (configuration not stated)	3	5	115*	-1.2	-3	-1	0.5	8	/	/
CC(=O)Nc1cccc(NC(=O)C(F)(F)F)c1	-7	-4	1	-3.2	0	0	0.5	26	/	-6
CC(C)(C)NC(=O)C(=O)NN=C1CCCCCCC1	4	-3	7	-2.6	-4	-1	0.8	4	-1.0	3
COc1ccc2c(c1)c1nnc(SCC(=O)NC3CC3)nc1n2C	18	1	0	0.6	-13	6	-2.0	7	-1.5	8
O=C(O)C1CCC(=O)N1Cc1ccc(F)cc1 (configuration not stated)	9	2	14	-0.7	6	1	2.4	40	-6.1	10
Cc1c(N=C/C=C/c2ccccc2)cnn1C	14	-8	0	-5.5	-9	-1	-2.6	-5	0.0	17
C=CCSC1=NNC(c2ccc(C(C)(C)C)cc2)=NN1	3	-7	4	-2.3	2	-1	-3.2	31	0.3	12
O=S(=O)(NC1=NCCCCC1)c1ccc(F)cc1	5	-2	8	0.6	1	0	-0.6	25	1.1	10
CCN(CC)S(=O)(=O)c1ccc(OC(C)C)c(NC(=O)C2=COCCO2)c1	1	-1	1	-1.9	-6	0	-1.9	/	0.6	1
Cc1ccc(-c2nn(C)c(=O)c3ccccc23)cc1CNC(=O)/C=C/c1ccccc1	14	-29	-2	-0.3	-7	1	3.0	10	-0.9	-6
COc1cc(S(=O)(=O)NCc2ccccc2)ccc1F	8	-4	-9	-2.5	-27	2	0.5	6	0.1	2
Cn1c(SCC#N)nnc1-c1ccc2c(c1)OCO2	-2	4	17	-2.3	4	-1	4.0	8	1.6	9
O=C(NC(=S)N(CC1CCC1)CC1CCCO1)c1cccc([N+](=O)[O-])c1 (configuration not stated)	3	2	8	-3.2	-4	-2	2.7	16	/	14
COCCCn1nnnc1SCC(=O)N1CCN(C(=O)c2ccco2)CC1	-13	1	14	-2.6	-6	0	0.3	30	-3.0	0
COCC(=O)N1CCC2CC1c1c(-c3ccc(C(F)(F)F)cc3)cccc12 (configuration not stated)	11	/	2	-2.2	-10	22	/	/	1.7	22
CCOc1ccccc1NC(=O)C(NCCN(C)C)c1ccccc1 (configuration not stated)	9	-2	4	-4.7	-2	2	-3.4	14	/	-2
COc1ccc(OC)c(NC(=O)CSc2nnnn2-c2ccccc2F)c1	-8	12	6	2.6	/	3	-1.4	-7	-4.6	-6
Cc1ccc(-n2nc3c(=O)n(C(C)C(=O)NCc4ccc(Cl)cc4)nc(C)c3c2C)cc1 (configuration not stated)	1	1	8	-2.6	4	-1	0.2	13	9.1	8
Cc1ccc(-c2nn(-c3ccccc3)cc2C(N)=O)o1	2	-6	-3	-3.6	-11	6	1.6	21	/	3
Cc1c(C(=O)N2CC3(CC(c4cccc(NC(=O)[C@H]5CCC(=O)N5)c4)=NO3)C[C@@H]2C(N)=O)cc([N+](=O)[O-])cc1[N+](=O)[O-] (some centres not stated)	-9	-3	4	-4.0	5	1	-0.7	26	0.0	0
Cc1ccc(-c2nn(Cc3ccccc3)cc2C(=O)NCC2CCCO2)cc1 (configuration not stated)	-1	/	3	-0.9	8	0	/	/	0.5	13
N#CC1=C(N)Oc2cc(N)ccc2C1c1ccccc1Cl (configuration not stated)	15	/	11	-0.1	-32	13	2.9	4	-1.6	-1
CCCCc1nnc2c(N(C)S(=O)(=O)c3ccccc3)nc3ccccc3n12	17	0	4	-2.7	2	-3	-1.8	-6	0.1	12
COc1ccc(C(c2nnnn2C(C)(C)C)N2CCN(c3nc4ccccc4s3)CC2)cc1 (configuration not stated)	-3	/	4	-3.4	-5	-3	/	-2	2.8	-4
O=C(COC(=O)CCC(=O)c1cccs1)Nc1ncc(Cl)cc1Cl	-6	5	-9	-0.2	-1	-2	1.3	-2	0.3	0
CSc1ncc(CN2CCN(CC=C(C)C)C(CCO)C2)cn1 (configuration not stated)	-9	-6	4	-3.6	-5	3	0.3	8	/	-7
COc1ccc(CCNC(=O)c2cc3c(=O)n4cccc(C)c4nc3n(Cc3ccco3)c2=N)cc1OC	12	-1	6	-5.5	-4	10	-1.6	-7	-1.0	-9
O=C(c1cc2cc(Cl)ccc2o1)N1CCCC1	-1	0	-28	-0.3	-20	2	-3.3	22	0.3	-1
Cn1c(CCNC(=O)C(C)(C)C)nc2ccccc21	-2	1	8	-4.8	-2	1	-3.9	36	1.7	-10
CC(C)N1C(=O)CCC1C(=O)O (configuration not stated)	-4	7	3	-3.0	0	5	1.8	43	-0.9	-14
Cc1cc(NC(=O)NCc2ccco2)ccc1NC(=O)NCc1ccco1	-3	/	8	-4.8	-2	0	/	/	-0.6	19
O=C(CSc1nnc(CNC(=O)c2ccco2)o1)Nc1cccc(Cl)c1	-3	-4	8	-3.9	2	0	-0.1	-22	0.8	1
CC(C)CCc1noc(CN(C)CCC2CCOCC2)n1	4	14	3	-1.3	5	-3	-2.5	-20	-0.7	17
CC1=C[C@H](C)[C@H](c2c(F)cccc2Cl)CC1=O	7	-1	10	-1.7	3	4	0.0	20	-0.3	/
O=C(Nc1cccc(S(=O)(=O)N2CCCCC2)c1)[C@@H]1CCCN1S(=O)(=O)c1ccccc1C(F)(F)F	10	/	-8	-4.3	-6	4	/	/	-0.5	15
CC(C)NC1CCC(Nc2ccnc3cc(Cl)ccc23)CC1 (configuration not stated)	10	/	8	-0.6	-2	7	/	/	-1.7	-3
CC(O)Cc1cn([C@@H](CCCCNC(=O)OC(C)(C)C)C(=O)N2CCN(C(=O)OC(C)(C)C)CC2)nn1 (some centres not stated)	11	-2	-1	0.6	-3	0	2.1	7	-2.1	18
COc1ccc(N2CCN(Cc3nnnn3C3CCCCC3)CC2)cc1	-7	7	2	-3.4	-2	1	1.1	18	-1.5	3
CCc1cccc(C)c1NC(=O)CCCn1c(=O)c2cccn2c2cccnc21	4	4	-7	-3.0	1	1	2.6	1	-0.7	18
COc1cc(C(=O)N2CCN(C(=O)c3ccco3)CC2)c([N+](=O)[O-])cc1OC	5	5	2	0.4	-5	-1	0.9	5	/	-3
OC(c1ccccc1)c1ncc(-c2cccc(OCc3ccccc3)c2)[nH]1 (configuration not stated)	-4	/	/	-6.2	0	1	/	/	0.1	27
C/C(=N\NC(N)=S)c1cccnc1	5	-10	11	1.0	/	-2	-1.6	9	1.2	9
COc1cc(CNCCCN2CCOCC2)c(Br)cc1OC(C)C	-2	/	7	-1.3	?	0	-0.5	27	-0.9	3
